# Compound activity from PubChem.
# VHR inh abs: DUSP3 (human) phosphatase inhibition | AID 1654 | hit rate 0.52% among 290,000 | P51452 | recombinant VHR phosphatase, pNPP absorbance | inhibition, % at 13.3 µM; in the data active = inhibition above about 50%; also: some compounds called inactive have numbers as strong as hits
# BoNT F protease: inhibitors of Botulinum neurotoxin F light chain protease; Multiplex microsphere protease cleavage assay, flow cytometry; inhibition, % at 10 µM; hit rate 0.22% among 360,000; AID 588497; in the data active = inhibition above about 35%, passing the limit was not always enough; inconclusive = no clear call, values can overlap the other calls; also: plate controls were buffer without enzyme for full effect and enzyme alone for no effect
# GDH-TPI inh: GDH-TPI coupled enzyme inhibition counter-screen; AID 588335; GDH-TPI coupled enzyme counterscreen, NADH absorbance; inhibition, % at 4.8 µM; hit rate 1.2% among 360,000;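 also: 0% = DMSO wells and 100% = wells lacking the enzyme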
# Rv3671c protease: Rv3671c (M. tuberculosis) protease inhibition; P9WHR9; inhibition, % at 5.96 µM; hit rate 0.048% among 320,000; AID 2606; in the data active = inhibition above about 38%;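 also: extracellular domain of Rv3671c used as enzyme; 0% = enzyme with DMSO and 100% = no enzyme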
# FadD28 FP inh: inhibitors of Mycobacterium tuberculosis FadD28 bisubstrate binding | FadD28 bisubstrate probe binding, fluorescence polarization | AID 588549 | inhibition, % at 12.5 µM | hit rate 0.22% among 360,000; in the data active = inhibition above about 8.5%, passing the limit was not always enough; inconclusive = no clear call, values can overlap the other calls
# BioA inh: inhibitors of Mycobacterium tuberculosis BioA enzyme | purified M. tuberculosis BioA enzyme, plate reader | inhibition, % at 9.99 µM | hit rate 0.096% among 360,000; in the data active = inhibition above about 40%; inconclusive = no clear call, values can overlap the other calls
# MazEF act: MazEF (E. coli) toxin RNase activation; FAM/BHQ RNA-DNA oligo cleavage fluorescence, 5 h; activation, % at 20 µM; hit rate 0.32% among 350,000; AID 504720; in the data active = activation above about 50%
# Target sequence (P0AE70 whole entry, looked up): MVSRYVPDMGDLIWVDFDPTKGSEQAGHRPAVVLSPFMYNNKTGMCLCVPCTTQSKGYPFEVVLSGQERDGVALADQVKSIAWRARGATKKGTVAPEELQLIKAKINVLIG
# CCHFV vOTU inh: blocks the CCHF virus ovarian tumor domain protease; CCHFV vOTU protease, Pep-AMC fluorescence; inhibition, % at 11.5 µM; hit rate 0.55% among 370,000; also: 0% = vehicle wells with enzyme and 100% = no enzyme wells
# Mtb FBA inh: Mtb fructose-bisphosphate aldolase inhibition. purified M. tuberculosis FBA, fluorescence read-out. inhibition, % at 1 µM. hit rate 2.3% among 360,000. AID 588726; in the data active = inhibition above about 27%;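 also: 0% = vehicle and 100% = reference inhibitor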
# Target sequence (P9WQA3 whole entry, looked up): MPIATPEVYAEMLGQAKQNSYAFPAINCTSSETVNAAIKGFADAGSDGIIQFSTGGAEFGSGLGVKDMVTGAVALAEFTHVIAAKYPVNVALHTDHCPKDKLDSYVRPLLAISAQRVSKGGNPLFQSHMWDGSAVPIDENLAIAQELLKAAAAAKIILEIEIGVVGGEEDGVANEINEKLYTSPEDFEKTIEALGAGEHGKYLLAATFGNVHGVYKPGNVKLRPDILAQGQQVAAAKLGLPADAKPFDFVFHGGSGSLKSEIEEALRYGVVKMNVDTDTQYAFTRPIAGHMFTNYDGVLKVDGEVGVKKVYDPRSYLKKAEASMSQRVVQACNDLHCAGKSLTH
# UGM FP inh: blocks M. tuberculosis UGM enzyme; P9WIQ1; purified UGM, fluorescence polarization probe displacement; inhibition, % at 10 µM; hit rate 0.06% among 320,000; AID 504406; in the data active = inhibition above about 10%, passing the limit was not always enough; inconclusive = no clear call, values can overlap the other calls
# Target sequence (P9WIQ1 whole entry, looked up): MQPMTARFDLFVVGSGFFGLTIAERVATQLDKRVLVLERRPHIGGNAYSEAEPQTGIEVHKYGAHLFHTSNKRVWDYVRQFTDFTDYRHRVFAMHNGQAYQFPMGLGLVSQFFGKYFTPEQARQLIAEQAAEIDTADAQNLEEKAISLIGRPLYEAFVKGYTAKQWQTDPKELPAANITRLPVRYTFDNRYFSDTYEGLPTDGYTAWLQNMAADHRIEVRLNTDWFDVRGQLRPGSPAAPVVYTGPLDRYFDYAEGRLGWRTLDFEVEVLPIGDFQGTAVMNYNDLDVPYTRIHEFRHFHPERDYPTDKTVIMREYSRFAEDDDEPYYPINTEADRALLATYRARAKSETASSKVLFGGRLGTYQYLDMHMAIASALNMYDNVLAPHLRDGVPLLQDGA
# An asterisk follows results filed as active; ? = inconclusive; · = not tested or not shown; & = joins results of further samples. Rule as the data show it, unless noted: active = inhibition above about 30%; inactive = the rest. Hits appear at their usual frequency; any-hit rate near 4.9%.
mol,VHR inh abs,BoNT F protease,GDH-TPI inh,Rv3671c protease,FadD28 FP inh,BioA inh,MazEF act,CCHFV vOTU inh,Mtb FBA inh,UGM FP inh
COc1ccc(-c2cc3ncccc3cn2)cc1,·,6,6,-8,-1.2,6.2,5,5,1,0.9
FC(F)(F)c1ccc(N2CCN(c3cc(-c4ccccc4)nc4ncnn34)CC2)nc1,34,0,-2,-9,-1.1,-0.4,-6,-7,1,1.6
O=C(NCc1cccnc1)C(=O)C1C(=O)Nc2ccccc21 (stereo not drawn),-1,-12,21,-8,-0.6,-0.2,-2,2,0,-0.8
O=S(=O)(c1cccc(C(F)(F)F)c1)N1CCN(C(=S)NCc2ccco2)CC1,-10,-2,7,0,-2.2,4.3,-1,16,-2,0.5
Cc1cc(C)c2c(n1)sc1c(N3CCCCC3)ncnc12,35,-2,18,4,-1.7,-0.9,12,6,1,-0.5
Nc1c(N(CCCO)C(=O)CCCN2C(=O)c3cccc4cccc(c34)C2=O)c(=O)[nH]c(=O)n1Cc1ccccc1,·,-2,16,·,-1.4,-0.7,3,2,5,·
CCOc1ccccc1OCC(=O)OC(C)C(=O)Nc1ncc(Cl)cc1Cl (stereo not drawn),·,-6,3,1,-0.7,0.2,8,-12,3,-1.1
Cc1cc(C)cc(N2C(=O)CC(n3nc(C)cc3C)C2=O)c1 (stereo not drawn),4,-5,1,-5,-1.7,1.2,6,5,-1,-0.3
CCSc1sc(CC)cc1C=O,16,0,-1,-1,-2.5,·,3,14,-1,-2.9
CCOc1ccc(NC(=S)NC23CN4CN(CN(C4)C2)C3)cc1,10,1,-5,7,-2.5,·,8,-5,1,2.0
CCOC(=O)c1oc2ccccc2c1CN1CCN(c2ccccc2)CC1,3,2,6,0,1.1,1.2,-1,17,0,-1.5
CCOCCCNS(=O)(=O)c1ccccc1,22,6,-2,-1,-1.6,-2.9,-140,1,-1,-1.7
COc1ccccc1N1CCN(/N=C/C=C\c2ccco2)CC1,32,-12,22,-1,-3.8,-1.2,-3,13,-4,0.2
CCOC(=O)Nc1ccc2c(c1)N(C(=O)CCN1CCN(C)CC1)c1ccccc1S2,-5,-4,-3,2,-3.4,-0.1,1,4,1,0.8
Cc1ccc(-c2ccc(CN3C(C)C(=O)N(Cc4cn(CCC5OCCCO5)nn4)CCS3(=O)=O)cc2)cc1 (stereo not drawn),·,-1,9,·,-4.1,-0.3,4,19,6,·
Cc1ccc(S(=O)(=O)N2CCOCC2)cc1C(=O)OCC(=O)Nc1ccc2[nH]c(=O)[nH]c2c1,·,·,-1,-1,0.2,-0.5,-24,-10,5,3.4
CC(=O)Nc1ccc(NC(=O)C2Cc3c(-c4ccc(Cl)cc4)ccnc3O2)cc1 (stereo not drawn),·,-4,5,·,2.6,3.3,·,-3,0,·
S=c1[nH]nc(-c2ccc(Cl)cc2Cl)n1-c1ccccc1,30,13,5,1,-2.0,-0.9,-5,7,2,2.4
O=C(CN1C(=O)C2C3C=CC(C3)C2C1=O)NCCc1ccccc1Cl (stereo not drawn),34,16,4,8,-4.1,0.6,-4,-11,4,-1.6
CCOC(=O)c1cnc(SCc2ccccc2)nc1N,2,-4,11,-5,-1.1,-0.9,3,-7,1,6.3
CC(/C=N/NC(=O)c1cc(C2CC2)[nH]n1)=C\c1ccccc1,-8,-5,18,7,-3.7,·,12,-8,-5,-2.3
CC(Nc1nc2ccccc2n2cnnc12)c1ccccc1 (stereo not drawn),21,-2,8,0,-2.7,1.3,4,-3,-3,0.7
CCSc1nnc(CNC(=O)C23CC4CC(CC(C4)C2)C3)n1C1CCCCC1,21,1,-7,-1,-1.6,0.5,2,-5,-2,0.1
O=C(Cn1cnc([N+](=O)[O-])c1)Nc1ccc(Cl)cc1Cl,·,4,13,·,0.5,-1.4,-8,6,-3,·
CSCCC(NC(=O)c1ccco1)C(=O)Nc1ccncc1 (stereo not drawn),24,1,1,-7,0.3,-0.4,1,-9,0,4.1
Cc1cccc(Oc2nc(-c3ccncc3)nc3ccccc23)c1,16,?,1,1,-2.4,·,-5,-6,-2,0.6
C[C@@H]1CN([C@H](C)CO)C(=O)c2cc(Br)cnc2O[C@@H]1CN(C)C(=O)c1ccccc1,·,-3,-3,·,-3.8,0.2&0.3&-0.3,8,5,-3,·
COC(=O)C1=C(C)OC(N)=C(C#N)C12C(=O)Nc1ccccc12 (stereo not drawn),4,-9,-7,-5,-0.5,-0.6,-2,1,1,1.0
OCCN1CCN(c2ncnc3c2c(-c2ccccc2)cn3-c2ccc(F)cc2)CC1,36,-1,2,0,-0.2,1.1,7,-6,1,2.3
COc1ccccc1C(=O)N1CCC(C(=O)c2ccc(F)cc2)CC1,19,3,-9,2,-3.7,-1.3,-9,-13,1,-1.7

# More structures
# Each structure is followed by: VHR inh abs	BoNT F protease	GDH-TPI inh	Rv3671c protease	FadD28 FP inh	BioA inh	MazEF act	CCHFV vOTU inh	Mtb FBA inh	UGM FP inh
> Cn1nnnc1SCCNCc1cc(Cl)ccc1OCc1ccccc1
  8	-21	-3	-7	-1.3	·	-2	-11	0	1.7
> O=C(Nc1ccc(Cl)cc1)C1CCCC1
  19	-4	-2	·	-3.1	0.0	6	-6	0	-1.7
> COc1cccc(C(C(=O)NC2CCCCC2)N(C(=O)c2ccccn2)c2cccnc2)c1 (stereo not drawn)
  25	-2	-5	0	-0.8	·	-15	-13	-2	-1.8
> C[C@]12c3[nH]c4cc(-c5ccco5)ccc4c3CCN1C(=O)[C@@H](CC(=O)NCCC1=CCCCC1)C[C@@H]2C(=O)N1CCOCC1
  ·	-8	5	·	-4.5	-1.1	6	·	15	·
> CCOc1ccc2c(c1)c1nnc(SCC(=O)N3CCCCC3C)nc1n2C (stereo not drawn)
  32	0	8	0	-2.2	-1.2	11	10	0	-4.7
> CCOc1ccc(S(=O)(=O)NCCC(=O)OCC(=O)NC(=O)c2cccn2C)cc1
  ·	-4	9	1	-2.0	-2.3	1	-4	-1	-0.9
> COc1ccccc1-c1noc(-c2ccccc2C(=O)NCc2ccco2)n1
  22	-3	6	2	-3.2	1.5	6	0	-4	3.2
> CCCC(=O)NC(=S)Nc1cccc(NC(=O)c2ccc(Cl)cc2Cl)c1
  -2	-3	8	-3	-3.7	-1.6	9	10	0	-0.9
> O=C(COC(=O)COc1ccccc1Cl)Nc1ccccc1OC(F)F
  19	-5	9	-13	0.0	-1.6	-10	33*	-4	4.7
> COC(=O)c1ccccc1NC(=O)Cn1nnc(-c2ccc(OC)cc2)n1
  12	4	11	0	-0.2	-0.5	12	-13	0	4.3
> CC(=O)c1ccc(NC(=O)/C(Cl)=C/c2ccccc2)cc1
  -6	-2	0	7	-4.4	·	4	-8	-5	0.2
> O=S(=O)(c1ccc(-c2nc3ccccc3s2)cc1)N1CCCC1
  0	-2	8	0	-4.7	·	-6	-12	1	-0.8
> Cc1ccc(C(=O)NCCNc2ncc(C(F)(F)F)cc2Cl)cc1[N+](=O)[O-]
  17	8	-7	-6	-9.0	3.5	37	-10	-1	0.4
> CCN(CC)CC(=O)c1c(N)n(Cc2ccccc2)c(=O)n(C)c1=O
  -5	-3	-2	-3	-1.2	·	8	-9	-1	0.2
> CC1=C(C(=O)OCC2CCCO2)C(c2ccc(Cl)c(Cl)c2)NC(=O)N1 (stereo not drawn)
  12	-5	-3	-11	-2.4	1.9	-8	7	2	3.0
> Cc1ccc(F)cc1CNC(=O)C1CCC(=O)N(CCCN2CCCC2=O)C1 (stereo not drawn)
  19	4	-5	5	0.0	-0.9	8	-13	0	0.6
> N#Cc1nc(-c2ccc(F)cc2)oc1N1CCCC1
  -6	5	26	-1	-1.1	-1.2	3	-31	113*	-3.1
> CC(C)c1ccc(Nc2nc(CC(=O)O)cs2)cc1
  27	-2	-3	-10	-4.0	·	4	9	-5	-1.1
> O=C(NCC1CCCO1)C12CN(Cc3ccccc3)CC1C(c1cccc([N+](=O)[O-])c1)=NO2 (stereo not drawn)
  -7	4	-8	0	-2.7	-0.8	2	-6	2	-2.4
> NC1=NC(=Nc2ccc(Cl)cc2)c2ccccc21
  1	-3	2	-11	-1.2	0.5	2	1	-2	-2.4
> Cc1cccc(N2O[C@H]3C=CC2CCCC3)n1
  ·	0	-11	·	-4.8	-1.0	-1	-2	0	·
> Cc1cc(C)c2c(N)c(-c3nc4ccccc4[nH]3)sc2n1
  12	-1	-6	-1	-8.6	·	-4	-9	6	1.1
> CCCC1=Nc2cc(C(=O)N3CCN(c4ccccn4)CC3)ccc2Sc2ccc(C)cc21
  -2	5	-2	2	-1.2	-0.7	-8	1	1	0.4
> CN1/C(=C\C(=O)COC(=O)Cn2nnc(-c3ccccc3)n2)C(C)(C)c2ccccc21
  16	-6	34*	-46	-3.3	-1.9	-74	0	1	3.2
> CCCCOC(=O)c1cccc(NC(=O)CCC(=O)O)c1
  40	-1	-11	6	-4.5	-0.8	4	-1	2	-6.7
> Cc1nnsc1C(=O)N1CCC(CO)(Cc2ccccc2Cl)CC1
  -17	5	-2	3	-1.9	5.1	4	-12	0	-2.8
> COC(=O)n1c(=O)oc2ccccc21
  8	10	-5	-4	1.3	-0.5	-2	8	0	-1.5
> NCc1cc(=O)[nH]o1
  ·	4	2	-7	0.6	-0.5	2	5	0	2.9
> c1ccc(CCc2nn3c(Cn4nnc5ccccc54)nnc3s2)cc1
  -1	-23	-6	-9	-3.2	·	2	-18	1	1.1
> C=C(Br)Cn1c(CC(C)C)nc2ccccc21
  21	-25	5	4	0.8	11	-2	-6	2	3.9
> CCn1c2ccc(OC)cc2c2nc3ccccc3nc21
  13	·	·	-3	·	·	18	7	·	4.6
> O=C(NN1C(=O)/C(=C/c2cccc(O)c2)SC1=S)c1ccccc1O
  -22	-4	25	-3	?	3.1	6	11	6	1.0
